Screening data deposited in PubChem by several laboratories.
A340 absorber = compounds absorbing at 340 nm; AID 708; compound absorbance at 340 nm, fold over control; 65,000 tested, under 10 active; fold change at 10 µM;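 active = at 10 µM dose, initial 340 nm absorbance at least 2 fold that of control wells; inactive = change under 2 fold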;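 note: initial absorbance extrapolated from kinetic A340 decline of NADH oxidation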
HTR1E agonist = 5-HT1E (human) receptor agonism | actives 0.69% (n = 65,000) | P28566 | activation, % at 6 µM | AID 574 | CHO 5-HT1E Ga15 NFAT-bla reporter, FRET; 0% DMSO wells, 100% control agonist wells;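 active = activation above a set limit, the screen-wide mean activation plus 3 SD, cut at about 8.5% in these data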;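 note: 100% = positive control agonist at 1 µM giving full maximal response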
5-HT1A blocker = 5-HT1a (human) receptor antagonism | CHO 5-HT1a Ga15 NFAT-bla reporter, antagonist mode | inhibition, % at 10 µM | actives 0.68% (n = 62,000) | AID 612;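 active = inhibition above the mean of all tested compounds plus 3 SD, cut at about 43% in these data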;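 note: receptor stimulated by 5-CT agonist at 100 nM near EC80; beta-lactamase reporter measured by ratiometric fluorescence of a cleavable substrate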
Target sequence (P08908 whole entry, looked up): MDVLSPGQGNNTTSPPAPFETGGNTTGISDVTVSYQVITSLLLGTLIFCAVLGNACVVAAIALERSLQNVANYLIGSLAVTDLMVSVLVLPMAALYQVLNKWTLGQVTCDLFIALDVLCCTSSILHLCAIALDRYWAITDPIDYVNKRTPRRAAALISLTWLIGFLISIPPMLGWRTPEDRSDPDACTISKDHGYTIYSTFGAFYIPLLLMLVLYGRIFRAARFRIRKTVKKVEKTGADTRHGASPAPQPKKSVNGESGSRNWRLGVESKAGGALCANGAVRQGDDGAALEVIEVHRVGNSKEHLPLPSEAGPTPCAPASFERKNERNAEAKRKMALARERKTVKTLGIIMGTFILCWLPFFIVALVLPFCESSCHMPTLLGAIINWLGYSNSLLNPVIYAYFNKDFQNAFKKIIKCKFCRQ
HTR1E antagonist = 5-HT1E (human) receptor antagonism. P28566. CHO 5-HT1E Ga15 NFAT-bla reporter, FRET, antagonist. inhibition, % at 6 µM. actives 0.99% (n = 65,000). AID 571;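 active = inhibition above a set limit, the mean inhibition across every tested compound plus 3 SD, cut at about 29% in these data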;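 note: signal is the 460 over 535 nm emission ratio of beta-lactamase substrate; 0% = agonist plus DMSO wells and 100% = wells without agonist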
Her2 expr inh = Her2 kinase expression inhibition | HER2 level % of control, % at 10 µM | SKBR-3 HER2 protein level, AlphaScreen, 18-24 h; hits give low values | P04626 | actives 0.69% (n = 65,000);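 active = HER2 level under 5% of the carrier-only control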;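 note: 100% = DMSO carrier and 0% = 500 nM PU-H71 HSP90 inhibitor; lower value means stronger loss of Her2 protein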
MMP-13 inhibitor = inhibitors of human MMP13 | P45452 | MMP-13 fTHP FRET cleavage, Mca fluorescence | inhibition, % at 4 µM | actives 0.07% (n = 65,000) | AID 570;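 active = inhibition above the mean of compound-free control plate wells plus 3 SD, cut at about 14% in these data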;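 note: 0% = DMSO wells and 100% = wells with reference MMP-13 inhibitor after basal subtraction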
Fluor 339 460 = intrinsic fluorescence of library compounds, ex339/em460 – biochemical, MLSMR library, data from DPM-DC assay, artefact control, profiling panel; actives 5.5% (n = 65,000); AID 709; fluorescence fold increase at 10 µM; compound autofluorescence, ex339/em460 nm, NADH buffer; hits give high values; 1 = no-compound wells, NADH background;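 active = at 10 µM, mean starting fluorescence two-fold or more over control wells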;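 note: signal is the first read of a kinetic run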
S1P3 agonist = agonists of human S1P3 receptor. Q99500. S1P3 NFAT-BLA reporter cells, agonism, FRET ratio; relative to 1 µM S1P, basal subtracted. activation, % at 4.5 µM. actives 0.1% (n = 60,000). AID 373;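 active = activation above the screen-wide mean plus 3 SD, cut at about 4.5% in these data, passing the limit was not always enough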; note: some compounds called inactive have numbers as strong as hits
Target sequence (Q99500 whole entry, looked up): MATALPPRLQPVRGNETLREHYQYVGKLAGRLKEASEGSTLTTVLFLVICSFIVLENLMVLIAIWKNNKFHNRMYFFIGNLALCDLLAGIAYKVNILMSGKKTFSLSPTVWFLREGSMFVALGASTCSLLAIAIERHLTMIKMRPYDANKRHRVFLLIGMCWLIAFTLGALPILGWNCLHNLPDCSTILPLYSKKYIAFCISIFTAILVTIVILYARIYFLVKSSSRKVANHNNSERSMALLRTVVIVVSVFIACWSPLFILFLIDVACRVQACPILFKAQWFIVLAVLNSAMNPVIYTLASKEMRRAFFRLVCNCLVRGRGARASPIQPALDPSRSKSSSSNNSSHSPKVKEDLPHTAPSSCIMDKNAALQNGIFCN
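Assay system: stable CHO line with human S1P3, Gα16, NFAT-BLA reporter; Detection: FRET β-lactamase substrate fluorescence, excitation 405 nm, 460/535 nm emission ratio, background-subtracted; Read-out: percent activation versus median 1 µM S1P response, basal-subtracted, per plate; Incubation: cells plated overnight, compound 4 h 37 °C, substrate 2 h RT.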
S1P1 ag pot = agonists and agonism potentiators of human S1P1 receptor | P21453 | S1P1 CRE-bla cells, forskolin, beta-lactamase FRET, potentiator mode; S1P1 agonist co-added at EC20, 2 nM; 100% = saturating reference agonist, 0% = basal | activation, % at 9.5 µM | actives 0.57% (n = 56,000) | AID 449;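 active = activation above a cutoff set at the mean activation of all tested compounds plus 3 SD, cut at about 54% in these data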;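 note: forskolin at 4 µM as EC80 and the EC20 agonist is SEW2871; 100% = SEW2871 at its EC100 plus forskolin at EC80; some compounds past the cut are filed as inactive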
* marks the source's active call; other numbers are inactive results.

For CC(C)C[C@H](NC(=O)Nc1cccc(Cl)c1)C(=O)O the results were A340 absorber 1, HTR1E agonist 0.6, 5-HT1A blocker -12, HTR1E antagonist -10, Her2 expr inh 120, MMP-13 inhibitor -4, Fluor 339 460 1.1, S1P3 agonist 0.2 and S1P1 ag pot -4.
COc1ccc(OC)c(N(CC(=O)N2CCN(c3cc(Cl)ccc3C)CC2)S(C)(=O)=O)c1 was read as A340 absorber 0.98, HTR1E agonist -0.3, 5-HT1A blocker 2, HTR1E antagonist 1, Her2 expr inh 31, MMP-13 inhibitor 1, Fluor 339 460 1, S1P3 agonist -0.5 and S1P1 ag pot -9.
Screening CC(C)c1nnc(NC(=O)CCN2C(=O)c3ccccc3C2=O)s1 returned A340 absorber 1, HTR1E agonist 0.2, 5-HT1A blocker -2, HTR1E antagonist -7, Her2 expr inh 97, MMP-13 inhibitor -4, Fluor 339 460 1.1, S1P3 agonist -1.0 and S1P1 ag pot -3.
For CCOC(=O)c1c(C)[nH]c(C(=O)CSc2nnnn2-c2ccccc2)c1C the results were A340 absorber 1.1, HTR1E agonist 0.9, 5-HT1A blocker -4, HTR1E antagonist -1, Her2 expr inh 71, MMP-13 inhibitor 2 and Fluor 339 460 1.1.
Screening O=C(c1ccccc1)C(CCC(CN1CCOCC1)C(=O)c1ccccc1)CN1CCOCC1 (configuration not stated) returned A340 absorber 1, HTR1E agonist 0.2, HTR1E antagonist 13, Her2 expr inh 99, MMP-13 inhibitor -6, Fluor 339 460 1.1, S1P3 agonist -4.7 and S1P1 ag pot 93*.
Screening CCOc1ccccc1NC(=O)CCC(=O)Nc1ccc2nc(N3CCN(C)CC3)cc(C)c2c1 returned A340 absorber 1.1, HTR1E agonist 1.2, 5-HT1A blocker 9, HTR1E antagonist 7, Her2 expr inh 80, MMP-13 inhibitor -53, Fluor 339 460 3.8*, S1P3 agonist -0.7 and S1P1 ag pot 3.
For CCOc1ccc2[nH]c(=O)c(CN(CCO)C(=O)c3ccccc3F)cc2c1 the results were A340 absorber 1.1, HTR1E agonist 0.2, 5-HT1A blocker -14, HTR1E antagonist -4, Her2 expr inh 90, MMP-13 inhibitor -23, Fluor 339 460 3*, S1P3 agonist -1.3 and S1P1 ag pot 1.
O=C(C1CCCCC1)N(Cc1nc2sc3c(c2c(=O)[nH]1)CCCC3)Cc1cccs1 was read as A340 absorber 0.99, HTR1E agonist -0.6, 5-HT1A blocker 25, HTR1E antagonist -12, Her2 expr inh 58, MMP-13 inhibitor 6, Fluor 339 460 1.2, S1P3 agonist -0.9 and S1P1 ag pot 15.
For CCCN1Cc2cccc(C(=O)Nc3cc(OC)cc(OC)c3)c2C1=O the results were A340 absorber 1, HTR1E agonist 0.5, 5-HT1A blocker 1, HTR1E antagonist 13, Her2 expr inh 102, MMP-13 inhibitor 7, Fluor 339 460 0.99, S1P3 agonist 0.1 and S1P1 ag pot -10.
For COc1ccc(OC)c(S(=O)(=O)N2CCC(C(=O)NCc3ccccc3)CC2)c1 the results were A340 absorber 0.99, HTR1E agonist 0.2, 5-HT1A blocker -4, HTR1E antagonist -1, Her2 expr inh 103, MMP-13 inhibitor 1, Fluor 339 460 1.1, S1P3 agonist -1.0 and S1P1 ag pot -30.
For C=CCn1c(Cc2cccs2)nnc1SCC(=O)Nc1ccc(OC)cc1 the results were A340 absorber 1, HTR1E agonist 0.1, 5-HT1A blocker 4, HTR1E antagonist -3, Her2 expr inh 91, MMP-13 inhibitor -1, Fluor 339 460 1.1, S1P3 agonist -0.3 and S1P1 ag pot -3.
`CCC(=O)Nc1cc2nn(-c3ccccc3)nc2cc1Cl` gave A340 absorber 0.99, HTR1E agonist -0.8, 5-HT1A blocker 0, HTR1E antagonist 5, Her2 expr inh 97, MMP-13 inhibitor 7, Fluor 339 460 1.8, S1P3 agonist -0.8 and S1P1 ag pot 11.
CCOC(=O)C1=C(CC)Nc2ccccc2N=C1NC(=O)c1cccc(S(=O)(=O)N2CCCC2)c1 was read as A340 absorber 1, HTR1E agonist -0.6, 5-HT1A blocker 21, HTR1E antagonist 1, Her2 expr inh 92, MMP-13 inhibitor 0, Fluor 339 460 1.1, S1P3 agonist -1.2 and S1P1 ag pot 8.
For Cn1c(=O)c2c(nc(CN3CCN(c4ccccc4)CC3)n2Cc2c(F)cccc2Cl)n(C)c1=O the results were A340 absorber 0.98, HTR1E agonist 0.9, 5-HT1A blocker -11, HTR1E antagonist -5, Her2 expr inh 113, MMP-13 inhibitor 2, Fluor 339 460 1, S1P3 agonist -0.6 and S1P1 ag pot 1.
Screening COCCCn1c(CCC(=O)O)ccc1-c1cccs1 returned A340 absorber 1.1, HTR1E agonist 0.5, 5-HT1A blocker -9, HTR1E antagonist -10, Her2 expr inh 120, MMP-13 inhibitor -42, Fluor 339 460 4*, S1P3 agonist -0.6 and S1P1 ag pot 8.
For COc1ccc(OC)c(C(=O)CSc2nnc(-c3cccs3)o2)c1 the results were A340 absorber 1, HTR1E agonist -1.0, 5-HT1A blocker -5, HTR1E antagonist -4, Her2 expr inh 118, MMP-13 inhibitor 7, Fluor 339 460 3.6*, S1P3 agonist -0.8 and S1P1 ag pot -31.
Screening COc1ccc(S(=O)(=O)N(C)CC(=O)N2CCC(C)CC2)cc1Cl returned A340 absorber 1, HTR1E agonist 0.0, 5-HT1A blocker -10, HTR1E antagonist -5, Her2 expr inh 133, MMP-13 inhibitor -1, Fluor 339 460 1.1, S1P3 agonist -0.9 and S1P1 ag pot -17.
`COc1ccc(CSCCN)cc1Cl` gave A340 absorber 1, HTR1E agonist -1.6, 5-HT1A blocker 18, HTR1E antagonist 8, Her2 expr inh 136, MMP-13 inhibitor 4, Fluor 339 460 1, S1P3 agonist -0.6 and S1P1 ag pot -7.
For CC(C)COC(=O)NCCCOC(=O)Nc1ccccc1 the results were A340 absorber 0.98, HTR1E agonist -0.1, 5-HT1A blocker 18, HTR1E antagonist -3, Her2 expr inh 95, MMP-13 inhibitor 4, Fluor 339 460 1.1, S1P3 agonist -1.4 and S1P1 ag pot 0.
COc1ccc(-n2cnnc2SCc2csc(-c3ccccc3)n2)cc1 was read as A340 absorber 1, HTR1E agonist -1.4, 5-HT1A blocker 2, HTR1E antagonist 3, Her2 expr inh 118, MMP-13 inhibitor 2, Fluor 339 460 1.1, S1P3 agonist 0.4 and S1P1 ag pot 7.

Overlap with the part before: 2 entries, then new ones.
For CC(C)COC(=O)NCCCOC(=O)Nc1ccccc1 the results were A340 absorber 0.98, HTR1E agonist -0.1, 5-HT1A blocker 18, HTR1E antagonist -3, Her2 expr inh 95, MMP-13 inhibitor 4, Fluor 339 460 1.1, S1P3 agonist -1.4 and S1P1 ag pot 0.
COc1ccc(-n2cnnc2SCc2csc(-c3ccccc3)n2)cc1 was read as A340 absorber 1, HTR1E agonist -1.4, 5-HT1A blocker 2, HTR1E antagonist 3, Her2 expr inh 118, MMP-13 inhibitor 2, Fluor 339 460 1.1, S1P3 agonist 0.4 and S1P1 ag pot 7.
`Cn1c(=O)c2c(nc(NCCCO)n2Cc2cccc(Br)c2)n(C)c1=O` gave A340 absorber 0.99, HTR1E agonist -0.9, 5-HT1A blocker -13, HTR1E antagonist 6, Her2 expr inh 91, MMP-13 inhibitor 4, Fluor 339 460 1, S1P3 agonist -0.9 and S1P1 ag pot -22.
Screening Nn1c(SCc2nc3ccccc3[nH]2)nnc1C1CCCCC1 returned A340 absorber 0.97, HTR1E agonist 0.4, 5-HT1A blocker -3, HTR1E antagonist 1, Her2 expr inh 84, MMP-13 inhibitor -5, Fluor 339 460 1.1, S1P3 agonist -0.4 and S1P1 ag pot -8.
CCc1ccc(-c2nc(CN3CCC(C(=O)NCc4ccco4)CC3)c(C)o2)cc1 was read as A340 absorber 1.1, HTR1E agonist -0.2, 5-HT1A blocker 11, HTR1E antagonist -10, Her2 expr inh 58, MMP-13 inhibitor 4, Fluor 339 460 1.1, S1P3 agonist -1.3 and S1P1 ag pot 23.
CC(=O)Nc1ccc(S(=O)(=O)N2CCC(NC(=O)C(Cc3cccn3C)NC(C)=O)CC2)cc1 (configuration not stated) was read as A340 absorber 1, HTR1E agonist 0.3, 5-HT1A blocker -14, HTR1E antagonist -10, Her2 expr inh 61, MMP-13 inhibitor 2, Fluor 339 460 1.1, S1P3 agonist 0.3 and S1P1 ag pot 7.
Cc1cc2c(c(=O)n1CC1CCCO1)C(c1ccco1)C(C#N)=C(N)O2 (configuration not stated) was read as A340 absorber 1, HTR1E agonist -0.1, 5-HT1A blocker -2, HTR1E antagonist -8, Her2 expr inh 109, MMP-13 inhibitor -22, Fluor 339 460 1.2, S1P3 agonist -0.2 and S1P1 ag pot -1.
For Cc1nc2c(oc3ccccc32)c(=O)o1 the results were A340 absorber 0.99, HTR1E agonist -0.5, 5-HT1A blocker 11, HTR1E antagonist 10, Her2 expr inh 83, MMP-13 inhibitor 1, Fluor 339 460 1.1, S1P3 agonist 2.8 and S1P1 ag pot -10.
For O=C(O)CSc1cccc2cccnc12 the results were A340 absorber 1.1, HTR1E agonist -1.1, 5-HT1A blocker -1, HTR1E antagonist 0, Her2 expr inh 86, MMP-13 inhibitor -42, Fluor 339 460 2.2*, S1P3 agonist -0.4 and S1P1 ag pot -14.
Screening CCN(Cc1cc2cc(OC)ccc2[nH]c1=O)C(=O)c1ccncc1 returned A340 absorber 1, HTR1E agonist 0.1, 5-HT1A blocker -4, HTR1E antagonist -10, Her2 expr inh 105, MMP-13 inhibitor -10, Fluor 339 460 1.8, S1P3 agonist -1.1 and S1P1 ag pot -4.
`CCCn1c(SCC(=O)Nc2cccc(C(=O)OC)c2)nnc1-c1cccnc1` gave A340 absorber 0.97, HTR1E agonist -0.3, 5-HT1A blocker 0, HTR1E antagonist 2, Her2 expr inh 75, MMP-13 inhibitor -4, Fluor 339 460 1.1, S1P3 agonist -0.1 and S1P1 ag pot 4.
Screening Cc1occc1-c1nnc(SCC(=O)Nc2ccccc2)n1C(C)c1ccccc1 (configuration not stated) returned A340 absorber 0.98, HTR1E agonist -1.8, 5-HT1A blocker 25, HTR1E antagonist 1, Her2 expr inh 97, MMP-13 inhibitor 5, Fluor 339 460 1.1, S1P3 agonist -1.4 and S1P1 ag pot 5.
`COC(=O)c1ccccc1NC(=O)C(C)NS(=O)(=O)c1ccc(OC)cc1` (configuration not stated) gave A340 absorber 1, HTR1E agonist -0.7, 5-HT1A blocker -1, HTR1E antagonist -9, Her2 expr inh 42, MMP-13 inhibitor -8, Fluor 339 460 1.2, S1P3 agonist -0.5 and S1P1 ag pot -13.
`O=C(CSc1oc(-c2ccco2)nc1S(=O)(=O)c1ccc(F)cc1)NCC1CCCO1` (configuration not stated) gave A340 absorber 0.99, HTR1E agonist -1.2, 5-HT1A blocker 4, HTR1E antagonist 0, Her2 expr inh 91, MMP-13 inhibitor 2 and Fluor 339 460 1.1.
Screening CCOc1ccc(NC(=O)c2ccco2)cc1 returned A340 absorber 1, HTR1E agonist 0.0, 5-HT1A blocker 8, HTR1E antagonist 6, Her2 expr inh 103, MMP-13 inhibitor 2, Fluor 339 460 1.1, S1P3 agonist -1.0 and S1P1 ag pot 3.
Screening CN(C)C(=O)N1CCN(C(=O)c2ccco2)CC1 returned A340 absorber 0.99, HTR1E agonist 1.3, 5-HT1A blocker 3, HTR1E antagonist 1, Her2 expr inh 106, MMP-13 inhibitor 3, Fluor 339 460 1, S1P3 agonist -1.4 and S1P1 ag pot -10.
